GLP1R ag – agonists of human GLP-1 receptor; P43220; HEK293 GLP-1R CRE-luciferase, luminescence, 4-6 h; cells express a hypersensitive GLP-1R form; Potency, µM (doses to about 45.6 µM), without a hit: top-dose activation, most hits filed as activators; 380,000 compounds, 0.007% hits; AID 624172; also: % of control where 0% means no effect
Target sequence (P43220 whole entry, looked up): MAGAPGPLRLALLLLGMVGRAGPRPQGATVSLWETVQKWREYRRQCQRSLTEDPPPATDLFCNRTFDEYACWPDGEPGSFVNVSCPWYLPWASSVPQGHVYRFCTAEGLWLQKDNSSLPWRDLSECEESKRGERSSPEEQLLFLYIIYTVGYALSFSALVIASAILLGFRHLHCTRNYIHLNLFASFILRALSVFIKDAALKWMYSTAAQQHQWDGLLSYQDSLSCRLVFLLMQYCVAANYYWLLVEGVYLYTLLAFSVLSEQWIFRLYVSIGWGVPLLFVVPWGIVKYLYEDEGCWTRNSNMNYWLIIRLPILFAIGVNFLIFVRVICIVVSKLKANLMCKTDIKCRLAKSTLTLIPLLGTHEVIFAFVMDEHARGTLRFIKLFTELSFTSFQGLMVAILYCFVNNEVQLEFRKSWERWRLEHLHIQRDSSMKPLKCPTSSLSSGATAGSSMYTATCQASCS
HT1080 IDH1KD tx – HT-1080 IDH1 knockdown cell toxicity (counter line); Potency, µM (doses to about 46.1 µM), for inactives: at the highest dose activity, negative = toxicity, most hits filed as cytotoxic; HT-1080 IDH1 knockdown viability, ATP luminescence, 48 h; 360,000 compounds, 2% hits;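 also: 0% = DMSO wells and -100% = cell-free medium wells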
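Knockdown cells (IDH1KD HT-1080) received compounds 2 h after plating at 750 cells/well and were kept 48 h at 37 °C in 5% FBS RPMI. A CellTiter-Glo luminescence read gave % activity for curve fitting.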
TDP43 rescue – rescues yeast growth from TDP-43 toxicity. TDP-43 expressing yeast growth rescue, BacTiter-Glo, 24 h. Potency, µM (highest dose often 46.1 µM), for inactives: top-dose growth rescue (activation), usual class: activators. 410,000 compounds, 1.8% hits. AID 652104; also: % of control where 0% means no effect; nearly all actives have a fitted effect of over 50% in size
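Readout is BacTiter-Glo luminescence of cell growth, so inhibitors register as activators. TDP-43-expressing yeast at OD600=0.02 in galactose medium, after raffinose pregrowth to mid-log, were incubated with compound for 24 hr at 30 deg C.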
KB-V1 MDR tox – kills drug-selected multidrug resistant KB-V1 cells. KB-V1 MDR cells viability, CellTiter-Glo, 72 h. 400,000 compounds, 3.4% hits. Potency, µM (top dose mostly 46.1 µM), without a hit: at the highest dose activity change, negative = cytotoxicity, hits mostly cytotoxic; also: % is scaled to controls: 0 for no effect and ±100 for the full control effect; nearly all actives have a fitted effect of over 60% in size
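Cells of the MDR subline KB-V1 are plated, dosed with compound at multiple concentrations, and incubated 72 h at 37 degrees C; CellTiter-Glo is then added and luminescence read after 10 min.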
KB-3-1 cytotox – KB-3-1 parental cell cytotoxicity. KB-3-1 viability, CellTiter-Glo ATP luminescence, 72 h. Potency, µM (titrated, usually from 46.1 µM), inactives show at the top dose activity change, negative = cytotoxic, hits mostly cytotoxic. 400,000 compounds, 1.4% hits. AID 1347075; also: % is scaled to controls: 0 for no effect and ±100 for the full control effect; nearly all actives have a fitted effect of over 60% in size
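Cells are dispensed, compounds pinned in, plates held at 37 °C for 72 h, then CellTiter-Glo is added and luminescence read after 10 minutes. Cell line: parental KB-3-1 in phenol-red-free DMEM, 10% FBS.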
HEK293 tox – cytotoxic in the GLP-1 receptor inverse agonist counter-screen; HEK293 cAMP-luciferase reporter cells, luminescence, 24 h; Potency, µM (top dose mostly 38.3 µM), for the others: at the highest dose activity change, negative = inhibition, usual class: inhibitors; 410,000 compounds, 0.13% hits;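 also: loss of luciferase light is scored as toxicity; % is scaled to controls: 0 for no effect and ±100 for the full control effect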
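Cells in DMEM/10% Nu serum/1% pen-strep, 1536-well format. Pre-incubated 12 h, dosed with 23 nL compound, incubated a further 24 h. Luciferase detection, 12 min at room temp, luminescence.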
SW480 rereplic – induces DNA re-replication in SW480 colon adenocarcinoma cells; SW480 DNA re-replication, Hoechst DNA content imaging, 48 h; Potency, µM (top dose mostly 46.1 µM), for inactives: top-dose re-replication activation, hits mostly activators; 340,000 compounds, 1.8% hits; also: % of control where 0% means no effect; nearly all actives have a fitted effect of over 55% in size
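SW480 cells exposed to compounds for 48 hr at 37 C, 5% CO2, then Hoechst-stained 40 min. Nuclear DNA content imaged by fluorescence scanning (405 nm excitation, 500-530 nm emission); re-replication scored as increased high-intensity nuclei.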
HT1080-NT tox – kills 2HG-producing HT-1080-NT fibrosarcoma cells; HT-1080-NT fibrosarcoma viability, CellTiter-Glo ATP luminescence, 48 h; Potency, µM (doses to about 46.1 µM), for inactives: top-dose activity, negative = less viability, usual class: cytotoxic; 360,000 compounds, 1.6% hits; AID 686970;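 also: NT is the 2HG producing partner of a matched IDH1 knockdown line; 0% = DMSO-treated cells and -100% = media-only wells without cells; nearly all actives have a fitted effect of over 55% in size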
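HT-1080-NT fibrosarcoma cells (2HG-overproducing), 750 cells/well in RPMI with 5% FBS, dosed after 2 h and incubated 48 h at 37C. CellTiter-Glo luminescence normalized to DMSO and no-cell wells; concentration-response curves fitted and classed.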
GLP-1R inv ag – inverse agonists of human GLP-1 receptor | Potency, µM (top dose mostly 38.3 µM), for inactives: at the top dose activity change, negative = inhibition, most hits filed as inhibitors | 410,000 compounds, 1.6% hits | P43220 | HEK293 GLP-1R CRE-luciferase, luminescence, 24 h; GLP-1R form is constitutively active | AID 624417; also: % is scaled to controls: 0 for no effect and ±100 for the full control effect; nearly all actives have a fitted effect of over 55% in size
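Readout was luciferase luminescence, measured 12 min after detection reagent at room temperature. Beforehand, GLP-1R reporter HEK293 cells had sat 12 h, then received compounds for 24 hr at 37 deg C.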
Active calls of the source: *; [ ] = another dose, or the depositor's remark. Calls follow the shape of the dose curve; as a rule, active = well fitted curve in the direction sought with a large enough effect; inconclusive = small, poorly fitted or top-dose-only effect, or another doubt; inactive = no such curve, though single readings can be large; an effect the other way counts as inactive or inconclusive. Potency is read from the fitted curve at half-maximal effect.

The opening 2 records (preview)
How did CC(=O)NN1CCc2cc3ccc(C)cc3nc21 do in these assays?
GLP1R ag: 4.3%; HT1080 IDH1KD tx: -6.3%; TDP43 rescue: -8.5%; KB-V1 MDR tox: -0.5%; KB-3-1 cytotox: -17.7%; HEK293 tox: -8.6%; SW480 rereplic: -1.1%; HT1080-NT tox: -5.2%; GLP-1R inv ag: 8.7%

How did Cc1ccc(-c2nnn(CC(=O)N(c3ccc(F)cc3)C(C(=O)NC(C)(C)C)c3ccco3)n2)o1 (centres undefined) do in these assays?
GLP1R ag: -10.8%; HT1080 IDH1KD tx: -13.7%; TDP43 rescue: 6.2%; KB-V1 MDR tox: -14.5%; KB-3-1 cytotox: inconclusive; HEK293 tox: -15.6%; SW480 rereplic: -7.4%; HT1080-NT tox: -15.6%; GLP-1R inv ag: -24.2%

Main list, previewed entries included:
How did CC(=O)NN1CCc2cc3ccc(C)cc3nc21 do in these assays?
GLP1R ag: 4.3%; HT1080 IDH1KD tx: -6.3%; TDP43 rescue: -8.5%; KB-V1 MDR tox: -0.5%; KB-3-1 cytotox: -17.7%; HEK293 tox: -8.6%; SW480 rereplic: -1.1%; HT1080-NT tox: -5.2%; GLP-1R inv ag: 8.7%

How did Cc1ccc(-c2nnn(CC(=O)N(c3ccc(F)cc3)C(C(=O)NC(C)(C)C)c3ccco3)n2)o1 (centres undefined) do in these assays?
GLP1R ag: -10.8%; HT1080 IDH1KD tx: -13.7%; TDP43 rescue: 6.2%; KB-V1 MDR tox: -14.5%; KB-3-1 cytotox: inconclusive; HEK293 tox: -15.6%; SW480 rereplic: -7.4%; HT1080-NT tox: -15.6%; GLP-1R inv ag: -24.2%

How did O=C1[C@H]2[C@H](ON3CCCC[C@H]23)C(=O)N1c1ccc(Cl)cc1 do in these assays?
GLP1R ag: 4.9%; HT1080 IDH1KD tx: 24.5%; TDP43 rescue: 5.5%[9.22 µM]; KB-V1 MDR tox: -2.2%; KB-3-1 cytotox: -2.4%; HEK293 tox: 12.8%[7.66 µM]; SW480 rereplic: -2.8%; HT1080-NT tox: 22.9%; GLP-1R inv ag: 1.2%[7.66 µM]

How did COc1cccc(CNC(=O)CCNC(=O)c2ccccc2OC)c1 do in these assays?
GLP1R ag: -0.1%; HT1080 IDH1KD tx: 3.6%; TDP43 rescue: -11.9%; KB-V1 MDR tox: -17.9%; KB-3-1 cytotox: -3.6%; HEK293 tox: -7.9%; SW480 rereplic: -6.7%; HT1080-NT tox: 1.3%; GLP-1R inv ag: 24.8%

Results for Cc1cnc(NC(=O)CN2CCN(c3ccccc3F)CC2)s1 ?
GLP1R ag: -11.3%; HT1080 IDH1KD tx: 7.8%[9.24 µM]; TDP43 rescue: 8.3%; KB-V1 MDR tox: -24.5%; KB-3-1 cytotox: 12.5%; HEK293 tox: -6.0%; SW480 rereplic: -9.5%; HT1080-NT tox: 15.3%; GLP-1R inv ag: -5.8%

What do the screens show for `CC(=O)Nc1ccc(S(=O)(=O)NCC2CCC(C(=O)NCCc3ccc(C)cc3)CC2)cc1` (centres undefined)?
TDP43 rescue: 17.2%; KB-V1 MDR tox: -4.1%; KB-3-1 cytotox: 0.3%; HEK293 tox: 1.3%; GLP-1R inv ag: -1.8%

What do the screens show for `CCCC(=O)N1CCN(c2ccc(NC(=O)c3cccs3)cc2Cl)CC1`?
GLP1R ag: 7.5%; HT1080 IDH1KD tx: 1.6%; TDP43 rescue: -14.4%[9.22 µM]; KB-V1 MDR tox: -2.3%; KB-3-1 cytotox: -21.9%; HEK293 tox: -4.0%; SW480 rereplic: 0.4%; HT1080-NT tox: -3.5%; GLP-1R inv ag: inconclusive

What do the screens show for `Cn1cc(S(=O)(=O)c2ccccc2)c(=O)c2cc(Cl)ccc21`?
GLP1R ag: 3.6%; HT1080 IDH1KD tx: 4.2%; TDP43 rescue: 8.0%; KB-V1 MDR tox: 5.6%; KB-3-1 cytotox: 7.8%; HEK293 tox: -9.2%; SW480 rereplic: 22.7%; HT1080-NT tox: 29.0%; GLP-1R inv ag: 11.2%

Results for COc1ccc(NC(=O)Cc2ccc(Cl)cc2)cc1NC(=O)c1ccco1 ?
GLP1R ag: 2.8%; HT1080 IDH1KD tx: -23.5%; TDP43 rescue: -26.6%; KB-V1 MDR tox: 7.31µM*; KB-3-1 cytotox: 24.5%; HEK293 tox: -24.0%; SW480 rereplic: 7.5%; HT1080-NT tox: inconclusive; GLP-1R inv ag: inconclusive

How did Cc1ccc(C)c(NC(=O)CN(C)C(=O)c2oc3c(Cl)cccc3c2C)c1 do in these assays?
GLP1R ag: 21.6%; HT1080 IDH1KD tx: -20.1%; TDP43 rescue: -17.2%; KB-V1 MDR tox: -13.2%; KB-3-1 cytotox: -9.2%; HEK293 tox: -21.6%; SW480 rereplic: inconclusive; HT1080-NT tox: -17.1%; GLP-1R inv ag: inconclusive

What do the screens show for `CC(=O)c1cc2c(cc1NC(=O)CN1CCN(c3ccc(F)cc3)CC1)OCO2`?
GLP1R ag: -3.9%; HT1080 IDH1KD tx: 2.1%; TDP43 rescue: 2.9%; KB-V1 MDR tox: -2.3%; KB-3-1 cytotox: 14.0%; HEK293 tox: -8.4%; SW480 rereplic: -2.2%; HT1080-NT tox: 6.2%; GLP-1R inv ag: -13.5%

Results for CC(=O)/C(N=Nc1ccc(-n2ccc(C(F)(F)F)n2)cc1)=C(\C)O ?
GLP1R ag: 9.1%; HT1080 IDH1KD tx: 11.7%; TDP43 rescue: -1.2%; KB-V1 MDR tox: -22.8%; KB-3-1 cytotox: 4.8%; HEK293 tox: 17.3%; SW480 rereplic: -6.1%; HT1080-NT tox: 12.9%; GLP-1R inv ag: 6.4%

How did COc1ccc(NC(=O)N(C2CCCCC2)C(C)c2ccco2)c(OC)c1 (centres undefined) do in these assays?
GLP1R ag: -0.5%; HT1080 IDH1KD tx: 16.1%; TDP43 rescue: -17.9%; KB-V1 MDR tox: inconclusive; KB-3-1 cytotox: -0.2%; HEK293 tox: -8.7%; SW480 rereplic: 0.1%; HT1080-NT tox: -1.1%; GLP-1R inv ag: inconclusive

What do the screens show for `CCOc1ccc(NC(C)=O)cc1N`?
GLP1R ag: 25.3%; HT1080 IDH1KD tx: 5.9%; TDP43 rescue: 23.3%; KB-V1 MDR tox: 3.9%; KB-3-1 cytotox: 0.0%; HEK293 tox: -12.7%; SW480 rereplic: -4.4%; HT1080-NT tox: 0.8%; GLP-1R inv ag: 4.1%

What do the screens show for `COc1cc(OC)c(NC(=O)COc2ccccc2-c2nnc(-c3ccccc3)o2)cc1Cl`?
TDP43 rescue: -9.4%; KB-V1 MDR tox: 6.4%; KB-3-1 cytotox: -0.3%; HEK293 tox: 0.5%; GLP-1R inv ag: 1.9%

How did COc1cc(/C=C/C(=O)O)cc(S(=O)(=O)NC2CCCC2)c1OC do in these assays?
GLP1R ag: -0.7%; HT1080 IDH1KD tx: -2.1%; TDP43 rescue: 2.5%; KB-V1 MDR tox: -0.1%; KB-3-1 cytotox: 36.3%; HEK293 tox: 2.9%; SW480 rereplic: -24.5%; HT1080-NT tox: 21.5%; GLP-1R inv ag: 7.2%

How did O=C(OCc1c(Cl)cccc1Cl)c1cccnc1Cl do in these assays?
GLP1R ag: 19.4%; HT1080 IDH1KD tx: -2.7%; TDP43 rescue: 12.6µM*; KB-V1 MDR tox: 10.5%; KB-3-1 cytotox: 13.1%; HEK293 tox: -10.9%; SW480 rereplic: -5.4%; HT1080-NT tox: -8.4%; GLP-1R inv ag: 0.0%

How did COc1cccc(/C=N/NC(=O)CSc2cccc3cccnc23)c1 do in these assays?
GLP1R ag: 7.3%; HT1080 IDH1KD tx: -18.7%; TDP43 rescue: 14.0%; KB-V1 MDR tox: inconclusive; KB-3-1 cytotox: -17.1%; HEK293 tox: inconclusive; SW480 rereplic: inconclusive; HT1080-NT tox: -28.3%; GLP-1R inv ag: inconclusive

Results for COc1ccc(NC(=O)CC2C(=O)N(c3ccccc3)C(=O)N2Cc2ccco2)cc1 (centres undefined) ?
GLP1R ag: 4.5%; HT1080 IDH1KD tx: 12.3%; TDP43 rescue: 3.2%; KB-V1 MDR tox: -28.6%; KB-3-1 cytotox: -2.2%; HEK293 tox: -0.7%; SW480 rereplic: 6.6%; HT1080-NT tox: 9.9%; GLP-1R inv ag: 7.8%

What do the screens show for `O=C(NC1CCCCCC1)c1c(F)c(F)c(F)c(F)c1F`?
GLP1R ag: 0.1%; HT1080 IDH1KD tx: 7.2%; TDP43 rescue: 1.4%; KB-V1 MDR tox: 10.8%; KB-3-1 cytotox: -7.2%; HEK293 tox: -7.4%; SW480 rereplic: -2.2%; HT1080-NT tox: 5.4%; GLP-1R inv ag: inconclusive

How did CN(C)C(=O)C(=O)c1c(-c2ccccc2)cc2ccccn12 do in these assays?
GLP1R ag: 11.3%; HT1080 IDH1KD tx: 10.5%; TDP43 rescue: 0.0%; KB-V1 MDR tox: 4.8%; KB-3-1 cytotox: 8.3%; HEK293 tox: -20.9%; SW480 rereplic: -7.4%; HT1080-NT tox: 4.2%; GLP-1R inv ag: -22.3%

What do the screens show for `COc1ccc(C(CNC(=O)c2ccc(NS(=O)(=O)c3cccc([N+](=O)[O-])c3)cc2)N2CCOCC2)cc1` (centres undefined)?
GLP1R ag: -0.9%; HT1080 IDH1KD tx: -0.8%; TDP43 rescue: -11.6%; HEK293 tox: -8.1%; SW480 rereplic: -0.2%; HT1080-NT tox: 0.1%; GLP-1R inv ag: 12.7%

What do the screens show for `COCCN(C(=O)CSc1nnc2cc(C)c3ccccc3n12)c1c(N)n(Cc2ccccc2)c(=O)[nH]c1=O`?
GLP1R ag: -0.9%; HT1080 IDH1KD tx: -0.1%; TDP43 rescue: 16.3%; KB-V1 MDR tox: inconclusive; KB-3-1 cytotox: inconclusive; HEK293 tox: -9.9%; SW480 rereplic: inconclusive; HT1080-NT tox: -2.5%; GLP-1R inv ag: -22.8%

Screening results: PubChem BioAssay, National Center for Advancing Translational Sciences (NCATS)
